Assay outcomes (PubChem)
IL2 activator: IL-2 activation; AID 652025; hit rate 0.065% among 360,000; activation, % (series mostly up to about 46 µM); IL-2 activation reporter assay, cell-based qHTS; stimulated with anti-CD3/CD4/CD28 beads; in transgenic mouse T cells; in the data active means activation above about 50%; inconclusive means mostly about 30% to 49%; further: 0% is about no effect
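First, unstimulated transgenic mouse T cells were exposed to compound for 60 min. Next, anti-CD3/anti-CD4-coated beads with anti-CD28 were added. Finally, after 18 h at 37 degrees C, EGFP and DsRed were imaged.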
Abeta yeast res: restores growth of yeast expressing A-beta42 peptide | yeast expressing A-beta42, growth rescue, OD600, 48 h; response scale: 0% DMSO, 100% iron-clioquinol control | Potency, µM (series often up to 46.1 µM), for inactives: top-dose growth rescue, hits mostly activators | hit rate 0.063% among 410,000 | AID 1347071; further: potency means the concentration at half of the fitted maximal effect; nearly all actives have a fitted effect of over 55% in size
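Yeast growth medium received pinned compounds, then yeast cells expressing toxic A-beta were added; plates incubated at 30 C for 48 hr. Growth read as absorbance at 600 nm, normalized to DMSO and equimolar FeCl3 plus clioquinol controls.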
PI5P4Ka inh: PI5P4K alpha (human) kinase inhibition. PI5P4Kalpha enzyme, ADP-Glo luminescence, 60 min; stronger effect = lower value. max response, %. hit rate 1.2% among 330,000; active means max response of -50% or lower; inconclusive means between -30% and -50%; inactive means -30% or higher; further: value at the top dose of about 77 µM; on the % scale 0 is the no-effect control and ±100 the full control effect
Target sequence (P48426 whole entry, looked up): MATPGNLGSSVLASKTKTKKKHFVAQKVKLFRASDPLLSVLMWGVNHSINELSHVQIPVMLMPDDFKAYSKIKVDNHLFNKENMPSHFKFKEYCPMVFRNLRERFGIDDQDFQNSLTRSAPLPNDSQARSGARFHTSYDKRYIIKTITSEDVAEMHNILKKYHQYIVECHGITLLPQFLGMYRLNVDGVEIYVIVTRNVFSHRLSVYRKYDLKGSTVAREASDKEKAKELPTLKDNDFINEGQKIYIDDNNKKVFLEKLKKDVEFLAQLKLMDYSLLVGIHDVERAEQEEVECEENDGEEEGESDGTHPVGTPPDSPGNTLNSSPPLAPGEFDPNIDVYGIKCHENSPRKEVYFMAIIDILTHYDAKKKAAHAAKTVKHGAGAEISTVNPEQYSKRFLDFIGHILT
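Single end-point luminescence (ADP-Glo) quantified ADP from PI5P4Kalpha turnover; ATP 5 microM final, 1 h at RT, 0.1% CHAPS and 0.28 mM EGTA in HEPES pH 7.4.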
EPAC1 agonist: activates human EPAC1 exchange factor | hit rate 0.073% among 360,000 | AID 720707 | O95398 | Potency, µM (top dose mostly 154 µM), inactives show top-dose activation, actives largely listed as activators | EPAC1 agonist qHTS, biochemical assay; response scale: 100% = response to 6.5 mM cAMP; further: potency means the concentration at half of the fitted maximal effect; nearly all actives have a fitted effect of over 60% in size
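Multi-concentration qHTS readout: loss of Rap1B-bound BODIPY-GDP fluorescence driven by 100 nM EPAC1 with excess GDP (50 uM), monitored kinetically at room temperature; agonist response expressed relative to 6.5 mM cAMP.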
PLK1 PBD inh: PLK1 (human) polo-box domain binding inhibition; hit rate 2.8% among 360,000; Plk1 PBD binding of FITC phosphopeptide, fluorescence polarization; Potency, µM, inactives show max response, negative = inhibition, usual class: inhibitors; further: potency means the concentration at half of the fitted maximal effect; series mostly up to about 57 µM; on the % scale 0 is the no-effect control and ±100 the full control effect; nearly all actives have a fitted effect of over 65% in size
Target sequence (P53350 whole entry, looked up, the tested form may be a part): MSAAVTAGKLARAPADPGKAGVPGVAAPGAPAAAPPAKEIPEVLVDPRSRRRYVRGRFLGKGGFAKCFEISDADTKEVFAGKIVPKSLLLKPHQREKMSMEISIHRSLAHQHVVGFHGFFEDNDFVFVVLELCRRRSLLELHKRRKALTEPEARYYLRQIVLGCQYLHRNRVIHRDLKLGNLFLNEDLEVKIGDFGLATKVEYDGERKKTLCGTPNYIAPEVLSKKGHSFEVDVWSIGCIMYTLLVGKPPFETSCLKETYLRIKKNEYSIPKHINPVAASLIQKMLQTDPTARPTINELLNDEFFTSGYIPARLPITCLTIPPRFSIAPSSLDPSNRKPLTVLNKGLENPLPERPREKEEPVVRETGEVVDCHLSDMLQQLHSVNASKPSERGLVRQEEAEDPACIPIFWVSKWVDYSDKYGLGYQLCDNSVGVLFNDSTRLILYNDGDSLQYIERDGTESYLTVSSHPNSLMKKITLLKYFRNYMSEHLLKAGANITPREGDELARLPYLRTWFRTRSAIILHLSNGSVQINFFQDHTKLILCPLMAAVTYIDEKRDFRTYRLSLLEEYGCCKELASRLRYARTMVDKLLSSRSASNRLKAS
EPAC1 antagonist: antagonists of human EPAC1; EPAC1 GEF assay, Rap1b-BODIPY-GDP exchange fluorescence; O95398; hit rate 0.14% among 360,000; Potency, µM (highest dose often 115 µM), for inactives: top-dose activity change, negative = inhibition, usual class: inhibitors;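 further: potency means the concentration at half of the fitted maximal effect; plate controls were vehicle for no effect and positive control for full effect; nearly all actives have a fitted effect of over 50% in size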
FUS suppressor: FUS proteinopathy suppression in yeast; S. cerevisiae FUS-expressing, growth rescue, OD600, 24 h; Potency, µM (series often up to 76.6 µM), for inactives: at the highest dose growth rescue (activation), usual class: activators; hit rate 0.24% among 390,000;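 further: potency means the concentration at half of the fitted maximal effect; plate controls were DMSO vehicle for no effect and reference control for full effect; nearly all actives have a fitted effect of over 55% in size; some results filed as inactive show a strong effect at the top dose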
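Absorbance at 600 nm, taken 24hr after compound addition, measured rescue of FUS-yeast growth at 30C. Induction used 2% galactose with seeding at OD 0.005. Controls: CP55940 from 92uM final, DMSO only.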
WRN helicase inh: blocks human WRN helicase; Q14191; WRN helicase unwinding, fluorescent forked duplex, kinetic; Potency, µM (titrated, usually from 114 µM), for inactives: top-dose activity change, negative = inhibition, usual class: inhibitors; hit rate 0.46% among 360,000; AID 651768; further: potency means the concentration at half of the fitted maximal effect; on the % scale 0 is the no-effect control and ±100 the full control effect; nearly all actives have a fitted effect of over 55% in size
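WRN at 20 nM final preincubated with compound 15 min at room temperature; reaction started with 100 nM fluorophore/quencher forked duplex oligonucleotide and 2 mM ATP final. Unwinding followed kinetically by red fluorescence (ex 525, em 598 nm).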
Starred values were filed as active, the others as inactive; ? = inconclusive; nt = not tested or not shown; & = joins results of further samples; [ ] = another dose, or the depositor's remark. Unless noted, the call rests on the fitted dose curve; in most records, active means well fitted curve in the direction sought with a large enough effect; inconclusive means small, poorly fitted or top-dose-only effect, or another doubt; inactive means no such curve, though single readings can be large; an effect the other way counts as inactive or inconclusive. Outcome played no part in choosing rows (roughly 4.1% active in at least one column).

SMILES	IL2 activator	Abeta yeast res	PI5P4Ka inh	EPAC1 agonist	PLK1 PBD inh	EPAC1 antagonist	FUS suppressor	WRN helicase inh
O=C(NNC(=S)NCc1ccccc1)c1ccc(Br)cc1	-0.6	7%	-9	9%	-27%	9%	-8%	-4%
COCCn1c(SCC(=O)N(C)C2CCS(=O)(=O)C2)nc2ccccc2c1=O (centres undefined)	-1.0	-7%	-5	1%	0%	-1%	15%	5%
O=C(Cc1ccccc1)Nc1ccc(N2CCOCC2)cc1	1.1	2%	0	0%	-6%	-16%	17%	-5%
CC(Sc1ncnc2sc(-c3ccccc3)cc12)C(=O)N1CCNC1=O (centres undefined)	0.2	2%	3	10%	6%	0%	-2%	-11%
CC(C)OC(=O)[C@H]1[C@H](c2ccc(Cl)cc2)[C@@](C#N)(C(N)=O)[C@@H]2C=CC(C(N)=O)=CN21	2.2	-22%	-1	-20%	-15%	-18%	16%	-2%
O=C(COc1ccc(/C=C2/NC(=O)NC2=O)cc1)Nc1ccc(F)cc1	-1.3	-1%	-3	-5%	2%	3%	23%	6%
CCOc1ccc(S(=O)(=O)NCc2cccs2)cc1C(C)C	-0.7	19%	-1	2%	-3%	-27%	21%	-10%
COc1cc(CNS(=O)(=O)CCl)cc(OC)c1OC	-0.2	1%	6	3%	-2%	-5%	-21%	-6%
COc1ccc(C(=O)Nc2ccc3c(c2)OCCO3)c(OC)c1	0.1	-5%	-3	6%	-2%	0%	-9%	-7%
O=C(NC1CCCCCC1)C1CCN(C(=O)c2ccc(Cl)cc2)CC1	1.1	0%	2	-3%	3%	8%	nt	2%
CC(=O)N1CCN(CC(=O)Nc2cc([N+](=O)[O-])ccc2Cl)CC1	2.8	2%	-6	12%	-2%	8%	-3%	0%
O=C(Cn1c(O)c(N=NC(=O)c2ccncc2)c2ccccc21)Nc1ccccc1	3.3	-8%	-10	-5%	-4%	-6%	-3%	2%
COc1cccc(N2C(N)=NC(N)=NC2(C)C)c1	0.0	16%	-4	-1%	2%	6%	-13%	-1%
Clc1ccc2scc(CN3CCCCC3)c2c1	-3.2	0%	-2	13%	-18%	-1%	nt	14%
COc1ccc(NC(C#N)c2ccccc2OCc2ccccc2)cc1 (centres undefined)	1.0	-28%	-2	3%	-18%	-17%	3%	2%
O=C(NCc1cccnc1)c1cc(C2CCCCN2S(=O)(=O)c2ccccc2)on1 (centres undefined)	0.8	13%	-5	9%	-6%	7%	-12%	-5%
C=CCn1ccc(=NC=C(C#N)C#N)c2ccccc21	4.5	11%	0	-9%	6%	2%	-3%	0%
CC(C)CNS(=O)(=O)c1ccc(CCC(=O)NCc2cccnc2)cc1	-0.3	3%	1	6%	-11%	-10%	?	-1%
COc1ncnc(NS(=O)(=O)c2ccc(N)cc2)c1OC	0.2	10%	1	-2%	-3%	-9%	-31%	-5%
Cc1nnnn1/C(=C\c1ccccc1)C(=O)OCC(=O)N1CC2(C)CC1CC(C)(C)C2 (centres undefined)	-3.2	-30%	-1	-5%	-12%	1%	15%	-11%
CCOC(=O)c1cc(C(C)(C)C)nc(SC)c1C#N	-0.6	-2%	2	-13%	2%	2%	26%	5%
Cc1cc(C)cc(NC(=O)CCn2c(=O)c3cccn3c3ccccc32)c1	-0.4	-22%	-3	-7%	8%	-22%	13%	2%
CC(C)Oc1ccc(F)cc1-c1cc(C(=O)NCc2cccs2)[nH]n1	-0.4	-53%[inhibitor]	0	-10%	4%	-24%	?	0%
Cc1oc(-c2ccccc2)nc1C(=O)N1CCN(c2ccc(F)cc2)CC1	-0.6	-5%	-7	-1%	30µM*	3%	32%	-3%
Cc1ccc(NC(=S)NNS(=O)(=O)c2ccc3ccccc3c2)cc1Cl	1.4	6%	-27	15%	19µM*	-19%	16%	-22%

Looked up by compound from above (3):
SMILES	IL2 activator	Abeta yeast res	PI5P4Ka inh	EPAC1 agonist	PLK1 PBD inh	EPAC1 antagonist	FUS suppressor	WRN helicase inh
CCOc1ccc(S(=O)(=O)NCc2cccs2)cc1C(C)C	-0.7	19%	-1	2%	-3%	-27%	21%	-10%
CC(C)OC(=O)[C@H]1[C@H](c2ccc(Cl)cc2)[C@@](C#N)(C(N)=O)[C@@H]2C=CC(C(N)=O)=CN21	2.2	-22%	-1	-20%	-15%	-18%	16%	-2%
O=C(NC1CCCCCC1)C1CCN(C(=O)c2ccc(Cl)cc2)CC1	1.1	0%	2	-3%	3%	8%	nt	2%

Continued:
SMILES	IL2 activator	Abeta yeast res	PI5P4Ka inh	EPAC1 agonist	PLK1 PBD inh	EPAC1 antagonist	FUS suppressor	WRN helicase inh
COc1cccc(/C(=N/O)C2CC2c2ccc(Cl)cc2)c1 (centres undefined)	-0.5	0%	10	20%	-15%	?	18%	-7%
O=C(c1ccccc1)c1cccc(C(=O)c2ccccc2)c1	0.8	-22%	17	20%	5%	-13%	-6%	-6%
COCc1[nH]nc2c1C(c1cccc(OC)c1)C(C#N)=C(N)O2 (centres undefined)	-2.8	2%	nt	-1%	-11%	17%	24%	-2%
CCOc1ccc(NC(=O)c2ccccc2C(=O)c2ccccc2)cc1OCC	1.1	-8%	3	0%	-6%	3%	14%	2%
Cc1c(-n2c(-c3ccccc3)nc3ccccc3c2=O)c(=O)n(-c2ccccc2)n1C	0.2	7%	5	-2%	-2%	3%	nt	-12%
O=C(COc1ccc(F)cc1Cl)Nc1cccc(S(=O)(=O)N2CCCC2)c1	-0.9	9%	-1	18%	0%	2%	0%	-6%
COc1ccc(CCNC(=O)c2ccc(C)s2)cc1OC	-1.6	17%	6	6%	-13%	6%	-17%	-8%
O=C(CCc1nc2ccccc2[nH]1)Nc1ccc2c(c1)OCCO2	1.8	-2%	-1	-10%	0%	?	-8%	1%
COCCCn1c(SCC(=O)Nc2oc(C)c3c(C)n[nH]c(=O)c23)nc2sc3c(c2c1=O)CCC3	-1.8	5%	-7	6%	-20%	3%	23%	4%
CC1=Nc2ccccc2N=C(NC(=O)CN2CCN(c3ccc(F)cc3)CC2)C1c1ccccc1 (centres undefined)	-5.0	17%	2	13%	-2%	-29%	7%	-2%
CC(C)OC(=O)c1sc2nc3c(cc2c1N)C(=O)CCC3	-0.8	-2%	0	6%	-8%	11%	-1%	7%
CCCN1CCN(C(=O)CCS(=O)(=O)c2cc3c(cc2Cl)NC(=O)CO3)CC1	-0.6	3%	-6	4%	-14%	18%	-22%	7%
Nc1nnn(Cc2ccccc2)n1	0.6	-3%	5	12%	-7%	4%	5%	-1%
CN1CCc2c(sc3c2c(=O)n(-c2cccc(Cl)c2)c2nncn32)C1	2.6	-1%	-10	3%	?	-1%	?	7%
Cc1[nH]c(C(=O)O)c(C)c1C(=O)OC(C)C	0.0	-7%	-6	0%	-10%	-4%	-8%	4%
OCCSc1c(F)c(SCCO)c(SCCO)c(F)c1SCCO	-2.4	-7%	nt	1%	-21%	12%	9%	7%
COc1ccc2c(c1)cc1n2CCN=C1NCCO	0.2	5%	nt	4%	-4%	-24%	19%	6%
Cc1cccc(C)c1NC(=O)C1(NC(=O)c2cnccn2)CCCCC1	-3.5	-5%	5	-21%	-11%	-11%	-14%	-1%
CN(C(=O)c1ccc(NC(=O)Cc2ccc(NC(=O)C3CCN(C(=O)C4CCCC4)CC3)cc2)cc1)C1CCCC1	-0.1	-1%	-6	-22%	-5%	22%	?	6%
Cn1cccc1CNC1CCCC1	-0.1	-8%	-2	0%	-3%	-6%	nt	8%
Cn1c(-c2c(N)n(C3CCCC3)c3nc4ccccc4nc23)nc2ccccc21	-0.3	6%	1	13%	-20%	-5%	?	-10%
Clc1ccccc1-c1nnc2n1CCCCC2	-0.2	1%	-11	8%	-7%	-11%	1%	1%
N#CCSCC(=O)Nc1ccc(F)cc1	-1.0	-19%	nt	4%	1%	-1%	-7%	-6%
CN(Cc1ccccc1)C(=O)CN1C(=O)NC2(CCCCCCC2)C1=O	0.1	-8%	-5	-7%	-12%	5%	nt	5%
CCCOc1ccccc1C1NC(=O)NC(C)=C1C(=O)OCCOCC (centres undefined)	0.0	-7%	6	0%	-9%	-6%	8%	6%

The list continues.
SMILES	IL2 activator	Abeta yeast res	PI5P4Ka inh	EPAC1 agonist	PLK1 PBD inh	EPAC1 antagonist	FUS suppressor	WRN helicase inh
O=C1CCc2cc(NS(=O)(=O)c3ccc([N+](=O)[O-])cc3)cc3c2N1CC3	-0.6	14%	6	79µM*	-4%	-8%	-14%	0%
Cn1c(=O)c(C(=O)NNC(=O)c2ccccc2F)c(O)c2ccccc21	0.7	-17%	0	-2%	-2%	12%	16%	2%
CCN(CC)C(=O)C1=C(C)N(CCCOC)C(=O)C(CC(=O)NC2CCCCC2)C1 (centres undefined)	2.0	-16%	0	-4%	-1%	-6%	-14%	-4%
O=C(Cc1ccccc1)NNC(=O)c1ccc(Br)o1	1.4	0%	-3	1%	-5%	-13%	5%	11%
COC(=O)[C@H]1[C@H]2C[C@H]3c4[nH]c5ccccc5c4CCN3C[C@@H]2CC[C@@H]1O	5.6&-0.1	-12%&-16%	-2&-1	-13%&-14%	-25%&0%	-6%&-2%	12%&-2%	-8%&0%
Fc1ccc2nc(-c3ccccc3)nc(SCc3nnc(-c4ccccc4)o3)c2c1	-0.9	-11%	3	-3%	?	4%	8%	0%
COc1cc(/C=C2\C(=O)N(CCC#N)N=C2C)ccc1OCC(=O)Nc1ccccc1	-4.2	10%	2	0%	1.3µM*	-21%	nt	?
Cc1ccc(C)c(C(=O)c2ccccc2NC(=O)c2ccccn2)c1	-2.8	12%	19	7%	4%	-24%	19%	-14%
O=C(COC(=O)CCSc1ccc(Cl)cc1)NCc1ccccc1	-1.4	17%	5	3%	-17%	-24%	15%	-12%
CC(=O)CC(C)(C)S(=O)(=O)c1ccc(NC(C)=O)cc1	-2.1	-9%	nt	5%	1%	8%	-22%	-9%[57.1 µM]
COc1ccccc1OCCOc1ccccc1/C=N/n1cnnc1	1.4	-27%	2	-9%	-6%	12%	24%	6%
N#Cc1ccc(-c2ccccc2)nc1Sc1ccc(F)cc1	0.4	5%	nt	-7%	-1%	-2%	-1%	7%
Cc1ccc(-n2c(COc3c(C)cccc3C)nnc2SCC(=O)Nc2nccs2)cc1	-1.5	-1%	nt	-4%	-2%	9%	-6%	-2%
c1ccc(Cc2nnc(Sc3ccccc3)c3ccccc23)cc1	-2.3	-7%	nt	20%	?	-6%	-10%	-8%
COc1cccc(-c2nnc(NC(=O)c3ccc(S(=O)(=O)N(CC(C)C)CC(C)C)cc3)o2)c1	-1.9	-4%	-22	-3%	-11%	-4%	19%	-9%[57.1 µM]
